Source: PubChem BioAssay
TRPM1 prom inh: inhibitors of MITF-dependent TRPM1 promoter reporter, primary screen, cell-based, SK-MEL-5, single point, luciferase | hit rate 0.83% among 330,000 | AID 488899, 2010 | inhibition, % at 12.5 µM | SK-MEL-5 TRPM1 promoter luciferase, 24 h;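 active = mean inhibition across replicates of 60% or more, whatever share of single replicates reaches that level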; note: values of inactives mirror those of a sister screen read the other way
TROY NFkB inh: inhibitors of TROY-driven NF-kB signaling, primary screen, Q293 LMP1-TROYcd cells, NF-kB luciferase, uHTS. Q293 LMP1-TROYcd NF-kB luciferase reporter, 4 h. inhibition, % at 10 µM. hit rate 0.98% among 360,000;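 active = compounds whose plate-normalised and pattern-corrected inhibition of the luciferase reporter signal at the single screening dose is 50% or more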
Shn3 3UTR inh: reduction of Shn3 3'UTR firefly luciferase signal, primary screen, Schnurri-3 inhibitor project, cell-based, Clone20 osteoblasts, set 2; Clone20 osteoblast Shn3 3'UTR firefly luciferase, 24 h; inhibition, % at 12.5 µM; hit rate 0.52% among 360,000; AID 588674, 2011;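 active = mean inhibition of at least 75% with every replicate also reaching 75%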;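 note: 0% = median of neutral control wells and 100% = pilot-screen positive control compound; some compounds past the cut are filed as inactive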
NR2E3 ag-1: inhibitors of NR2E3-RetCOR corepressor binding, primary screen, NR2E3 agonist project, biochemical, TR-FRET, GST-NR2E3, biotin-RetCOR | hit rate 0.12% among 320,000 | Photoreceptor-specific nuclear receptor (Homo sapiens), Q9Y5X4 | inhibition of corepressor binding, % at 4.78 µM | AID 2300, 2010 | 1536-well;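 active = percent inhibition above the cutoff of mean plus 3 SD of all tested compounds, set per screening campaign, cut at about 20% in these data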;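 note: 0% = DMSO wells and 100% = biotin wells as full block of FRET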
Target sequence (Q9Y5X4 whole entry, looked up): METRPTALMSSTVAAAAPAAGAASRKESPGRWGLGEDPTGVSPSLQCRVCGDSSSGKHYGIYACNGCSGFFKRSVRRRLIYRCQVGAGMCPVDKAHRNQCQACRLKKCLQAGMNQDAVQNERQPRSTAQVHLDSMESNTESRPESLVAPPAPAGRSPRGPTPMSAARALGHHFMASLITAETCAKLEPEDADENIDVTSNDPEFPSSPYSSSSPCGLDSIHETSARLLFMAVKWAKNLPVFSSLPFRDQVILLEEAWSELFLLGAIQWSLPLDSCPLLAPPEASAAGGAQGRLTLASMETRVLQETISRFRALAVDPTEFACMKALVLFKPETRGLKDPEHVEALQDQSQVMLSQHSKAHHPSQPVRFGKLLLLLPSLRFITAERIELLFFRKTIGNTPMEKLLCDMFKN
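Material: NR2E3–RetCOR corepressor complex / Incubation: Compound–protein incubation for 5 h at 4 °C / Dosing: compound at 4.8 µM, single dose / Detection: time-resolved FRET / Benchmarks: high control biotin, low control 0.6% DMSO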
C8 TRAIL sens: viability loss with TRAIL in NB7+C8 cells, primary screen, TRAIL sensitizer project, cell-based, ATPlite luminescence; inhibition (viability loss, TRAIL sensitization), % at 10 µM; hit rate 1% among 360,000; AID 624354, 2012;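 active = compounds causing at least 50% loss of cell viability in the single-dose screen, relative to plate controls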
CF NFkB inh: inhibitors of PAF-induced NF-kB signaling, primary screen, cell-based, GFP fluorescence, uHTS; hit rate 0.86% among 360,000; KKLEB NF-kB-GFP reporter, GFP fluorescence overnight; inhibition, % at 5 µM;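 active = at least 50% inhibition at 5 µM, scaled per plate between neutral and stimulator controls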;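 note: PAF is a Pseudomonas aeruginosa culture filtrate used as stimulus; plate controls were PAF-stimulated DMSO wells for no effect and unstimulated DMSO wells for full effect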
TWEAK Fn14 block: inhibitors of TWEAK-Fn14 signaling, primary screen, luciferase reporter cells, uHTS; TWEAK-stimulated Fn14 reporter cells, luciferase luminescence, 8 h; inhibition, % at 10 µM; hit rate 2% among 360,000; AID 1159606, 2016; in the data active = inhibition above about 50%
Peg3 prom inh: Peg3 promoter-driven luciferase inhibitors, primary screen, cell-based, HeLa, luciferase luminescence; HeLa PEG-Prom luciferase reporter, overnight; hit rate 1.7% among 360,000; AID 588405, 2011; inhibition, % at 20 µM;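 active = inhibition of at least 50% at 20 µM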
NR2E3 ag-2: NR2E3 agonists in two-hybrid cells, primary screen, cell-based, luminescence, CHO-S, Gal4-NCOR/VP16-NR2E3 | Photoreceptor-specific nuclear receptor (Homo sapiens), Q9Y5X4 | luciferase | inhibition of corepressor binding, % at 3.98 µM | hit rate 0.35% among 360,000 | AID 602229, 2012;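 active = inhibition above the mean of all tested compounds plus 3 SD, cut at about 70% in these data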;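 note: 0% = DMSO with NR2E3 transfected cells and 100% = cells lacking NR2E3 construct; higher means lower luciferase signal from less NR2E3 corepressor binding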
KKLEB cytotox: cytotoxicity in KKLEB CF airway cells, primary screen, cytotoxicity control for CF NF-kB inhibitor project, cell-based, uHTS, fluorescence assay plates; KKLEB CF airway cells viability, ATPlite luminescence, overnight; active compounds read low; cells stimulated with P. aeruginosa culture filtrate; activity change (cytotoxicity), % at 5 µM; hit rate 0.36% among 360,000;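 active = corrected activity change at or below -50% at 5 µM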
HIF-2a inh: HIF-2a reporter inhibitors, primary screen, luminescence, 786-0 RCC cells; 786-0 RCC cells HIF-2a reporter, luciferase luminescence, overnight; inhibition, % at 18.8 µM; hit rate 0.72% among 360,000; AID 624352, 2012;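 active = inhibition of the luminescence signal of 40% or more relative to plate controls, in a single-dose primary screen at 18.75 µM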
* hit, by the source's call; · = no result given.

entry	molecule	TRPM1 prom inh	TROY NFkB inh	Shn3 3UTR inh	NR2E3 ag-1	C8 TRAIL sens	CF NFkB inh	TWEAK Fn14 block	Peg3 prom inh	NR2E3 ag-2	KKLEB cytotox	HIF-2a inh
1	Cc1ccc2nc3c(cc(C(=O)NCC4CCCO4)c(=N)n3C3CCCC3)c(=O)n2c1 (stereo not drawn)	-8	-2	9	5	5	4	-4	-18	0	-14	12
2	CCCCN(CCCC)NC(=O)c1ccccc1	4	2	42	4	1	3	0	4	-1	-2	8
3	Cc1cc2nc(-c3cccc(Cl)c3)c(Cc3ccsc3)n2c(C)c1Br	·	-1	·	·	-2	·	10	·	-15	·	-3
4	O=C(O)C(=Cc1ccc([N+](=O)[O-])cc1)CCc1ccccc1	·	-3	-2	·	-8	0	-11	-9	-42	15	-1
5	CC1Cc2ccccc2N1C(=O)c1cc2c(=O)n3ccccc3nc2n1C (stereo not drawn)	-7	-14	6	10	42	42	53*	46	-10	-10	-44
6	Cc1ccccc1Nc1scc(-c2ccc(Cl)cc2)[n+]1-c1ccccc1C	1	-14	24	·	9	7	-10	25	-21	6	-20
7	COc1ccc(NC(=O)[C@@H]2CCCN2S(=O)(=O)c2ccc(Cl)cc2)cc1	-2	2	-3	·	-15	-14	-2	-12	-15	15	6
8	CC(C)(C)c1ccc(C(=O)C2CCCN(C(=O)C3CCOCC3)C2)cc1 (stereo not drawn)	-4	-2	6	-3	6	9	0	2	-26	-11	-5
9	Cc1ccc(S(=O)(=O)N2CCCCC2)cc1NC(=O)[C@@H]1CCCN1C(=O)c1cccs1	1	3	28	1	-20	4	-10	6	6	8	2
10	Cc1ccc(C)c(OCCSc2nnc(-c3cccnc3)n2N)c1	8	17	-23	-2	22	3	-10	-12	0	-9	4
11	CCCCOc1ccc(C2C(C(=O)c3ccc(C)o3)=C(O)C(=O)N2CC2CCCO2)cc1 (stereo not drawn)	1	0	-3	8	-6	-11	19	0	-1	13	25
12	COCCN1C=C2C(=O)C(C)(OC(=O)C3CCCC3)C(=O)C=C2C=C1c1ccsc1 (stereo not drawn)	-7	8	11	0	-12	-16	-8	4	-4	8	4
13	Cc1cccc(C=CC(=O)c2ccccc2)c1	-45	-70	16	·	-3	6	3	-124	-51	4	-207
14	Nn1c(=O)[nH]c2ccccc2c1=O	·	6	-7	2	-5	8	-17	0	6	-4	12
15	O=C(Nc1cc2c(cc1Br)OCCCO2)c1ccccc1	-43	-37	-61	-1	2	-10	-25	-295	-85	20	-203
16	COc1ccccc1OCc1nn[nH]n1	19	-10	11	8	-3	10	2	-5	-8	-4	1
17	Cc1ccc(-n2nnnc2SCC(=O)NC2CC2)cc1C	6	3	3	-2	-1	19	-8	-16	-33	-14	-6
18	COC(=O)c1nn(-c2ccc(Oc3ccccc3)cc2)c(=O)cc1O	-5	2	12	4	1	1	3	7	3	-2	6
19	Cc1cc(C)n(C(CC(=O)O)C(=O)O)n1 (stereo not drawn)	9	2	4	4	-8	6	6	-1	-23	4	-6
20	C=C(C)CSc1nnc(CCNC(=O)OC(C)(C)C)o1	7	-27	4	6	-1	3	13	7	5	-10	-8
21	COc1ccc(C(C)=O)cc1COC(=O)c1cnc(C)cn1	1	8	-14	3	-20	-24	5	10	0	-7	16
22	COCCNC(=O)C1(C)CCCN(Cc2cccc(F)c2)C1 (stereo not drawn)	·	8	2	·	-4	-8	1	2	31	6	17
23	CCCS(=O)(=O)Nc1cccc(-c2nc3cccnc3s2)c1	-28	-43	-3	2	-21	14	28	-116	-23	-12	-146
24	CCN(CCCNC(=O)Cn1ncc2c([nH]c3ccccc32)c1=O)Cc1ccccc1	3	-5	11	-5	19	-1	18	-9	16	5	8
25	COc1ccc([N+](=O)[O-])cc1NCc1ccccc1C	-25	-20	-2	2	7	-34	-80	7	-3	10	-27
26	CC(C)(C)OC(=O)NC1CCN(S(=O)(=O)c2ccc3c(c2)OCCO3)CC1	7	4	33	-2	-9	-26	3	4	5	18	14
27	CSc1nsc(SCC(=O)Nc2ccc(NC(C)=O)cc2)n1	-8	21	-13	2	-12	-19	-1	-111	-23	10	-95
28	Cc1ccc2nc(SCC(=O)NCc3ccco3)[nH]c2c1	-1	-9	-6	-6	-10	-7	16	5	-8	8	4
29	CS(=O)(=O)N(CC(=O)NCc1ccc(Cl)cc1)C1CCCCC1	-5	4	-1	-1	-5	16	-22	12	3	-6	10
30	COc1ccc(/C=C/C(=O)N(C)c2ccccc2C(=O)O)cc1	-8	0	4	0	0	3	28	-29	-2	5	17
31	CC(C)(C)CC(C)(C)N=C1Nc2ccccc2NC12C[C@H]1CCC(=O)N3CC[C@@H](C2)[C@@H]13 (stereo partly drawn)	-17	-7	-5	·	-15	12	19	5	-17	-5	14
32	COc1ccc(S(=O)(=O)N(C)CC(=O)Nc2cccc(C(C)=O)c2)cc1Cl	12	8	11	4	-5	11	2	2	17	-5	7
33	CNc1ccc(-c2cccc(C(=O)N3CCOCC3)c2)cn1	·	-8	-3	·	-1	-9	1	-7	-18	-13	-20
34	O=C(NN=C1CCCC1)c1cc(Br)ccc1O	5	5	4	5	17	-12	3	1	-39	1	1
35	COc1cc(C(=O)OCC(=O)N(C)c2ccccc2)cc(OC)c1OC	2	-6	3	1	5	6	-5	5	-51	-1	16
36	O=C(C1=C[C@H](C2CC2)C[C@H](OCc2ccc(CO)cc2)O1)N1CCN(Cc2ccc3c(c2)OCO3)CC1	8	-5	19	0	4	-32	-23	5	8	26	4
37	Cc1ccc(NC(=O)Nc2ccccc2CC[N+](=O)[O-])cc1	-2	-32	-23	1	6	-17	-4	-44	-48	7	-63
38	CC(C)(C)c1cc(-c2ccccc2)n[nH]1	-17	-22	-20	-3	-3	2	-14	-69	-2	-3	-57
39	O=C(NCCCc1ccccc1)C1CCC(=O)N(Cc2ccc(Cl)cc2)C1 (stereo not drawn)	1	-13	-49	0	-29	-52	-14	-117	-15	11	-117
40	COc1ccc(NC(=O)CN(C)C(=O)c2ccc(C)s2)cc1	-4	-6	-11	0	-19	-8	-4	-11	-3	3	-20

Quoted from the listing.
Entry of Cc1ccc(NC(=O)Nc2ccccc2CC[N+](=O)[O-])cc1 under Peg3 prom inh: -44
Entry of O=C(NN=C1CCCC1)c1cc(Br)ccc1O under CF NFkB inh: -12

Later entries:
entry	molecule	TRPM1 prom inh	TROY NFkB inh	Shn3 3UTR inh	NR2E3 ag-1	C8 TRAIL sens	CF NFkB inh	TWEAK Fn14 block	Peg3 prom inh	NR2E3 ag-2	KKLEB cytotox	HIF-2a inh
41	Cc1nn(-c2ccccc2)c2c1C(c1ccc([N+](=O)[O-])cc1)C(C#N)=C(N)O2 (stereo not drawn)	20	-6	-2	-1	0	-13	6	23	-3	8	25
42	O=C(CSc1nnc(-c2ccc3c(c2)OCCO3)o1)N1CCCC1	-43	28	-30	3	13	1	70*	-99	-91	-4	-38
43	CCCC(=O)Nc1sc2c(c1C#N)CCCCC2	-47	-4	-40	0	4	-7	-18	-349	-58	-4	-272
44	CC(=O)Nc1ccc(NC(=S)NC(=O)c2oc3ccccc3c2C)cc1	-8	-17	-3	-3	-12	48	-22	23	-7	-45	-43
45	Fc1ccc(CNC(=S)Nc2ccc(OC(F)F)cc2)cc1	4	6	-13	3	6	-3	-9	8	-14	4	1
46	COc1ccc(C(=O)NCCc2nc3cc([N+](=O)[O-])ccc3n2C)cc1	5	6	3	-2	-4	-6	6	10	6	10	21
47	Cc1cccc(C)c1NC(=O)CN1CCN(c2ccc(C(F)(F)F)cn2)CC1	·	16	1	·	-22	10	-3	5	8	0	13
48	COC(=O)N/N=C/c1cc(Cl)cc(Cl)c1OCc1ccc(F)cc1	-10	3	3	-2	-1	-1	10	11	-8	6	8
49	COc1cc2ncnc(N[C@H](C)c3ccccc3)c2cc1OC	22	4	90*	-1	0	-5	10	12	20	-1	25
50	CCOCCOC(=O)C(C)Oc1ccc(Oc2ncc(Cl)cc2Cl)cc1 (stereo not drawn)	10	12	4	1	-9	10	8	0	3	3	6
51	COc1ccc(CCN(C)C(=O)C23CC4CC(CC(Cl)(C4)C2)C3)cc1OC	-8	0	-2	2	12	19	-14	-4	-24	-16	-17
52	CC(=O)OC1CCC2C3CCc4cc(OP(=O)(N5CC5)N5CC5)ccc4C3CCC12C (stereo not drawn)	·	0	8	·	-7	24	1	-18	9	-13	10
53	Cc1ccc(F)c(NC(=O)CCOc2ccccc2C)c1	3	-7	-14	-1	14	-20	46	-2	-21	13	-18
54	CCc1ccccc1-n1nnnc1SCC(=O)Nc1ccc(N2CCN(C)CC2)cc1	-4	4	-5	2	9	0	-2	-11	-28	3	-11

An excerpt; rates above refer to the full screens.
